RmlCD inh 1536: M. tuberculosis RmlC/RmlD inhibition | P9WH09+P9WH11 | RmlC+RmlD coupled enzyme assay, percent inhibition; primary screen in compound mixtures | inhibition, % at 3.6 µM | 0.03% of 160,000 active; in the data active means inhibition mostly above about 34%, no sharp cut-off; further: some results filed as inactive read as strong as hits
Target sequence (P9WH09 whole entry, looked up): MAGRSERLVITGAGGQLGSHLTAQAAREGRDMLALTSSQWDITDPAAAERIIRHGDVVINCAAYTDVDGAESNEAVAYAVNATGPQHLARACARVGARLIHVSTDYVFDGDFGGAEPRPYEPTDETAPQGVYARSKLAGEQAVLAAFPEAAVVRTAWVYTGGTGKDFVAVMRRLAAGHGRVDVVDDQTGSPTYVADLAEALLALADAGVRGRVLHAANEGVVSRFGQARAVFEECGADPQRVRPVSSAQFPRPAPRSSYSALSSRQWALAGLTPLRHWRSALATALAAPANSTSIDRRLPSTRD
Target sequence (P9WH11 whole entry, looked up): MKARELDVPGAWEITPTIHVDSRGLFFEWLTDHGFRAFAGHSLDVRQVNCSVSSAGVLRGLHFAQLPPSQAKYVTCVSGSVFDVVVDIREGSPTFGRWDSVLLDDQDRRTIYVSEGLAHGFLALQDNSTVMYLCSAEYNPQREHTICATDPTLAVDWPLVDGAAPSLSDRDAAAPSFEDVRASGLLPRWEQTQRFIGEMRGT
M. tuberculosis GlmU: inhibition of mycobacterial GlmU enzyme – biochemical, glucosamine-1-phosphate acetyltransferase (AID 1376); M. tuberculosis GlmU acetyltransferase enzyme assay; higher % means a stronger effect; inhibition, %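 (tested at 30 µM in the primary screen)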; hits with a dose series show IC50 in µM; 0.25% of 220,000 active; in the data active means inhibition above about 13%;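 further: 0% = complete reaction with vehicle and 100% = reaction without substrate; strong numbers were not always called active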
An asterisk follows results filed as active; nt = no result given. The list is partial; rates above refer to the full screens.

SMILES	RmlCD inh 1536	M. tuberculosis GlmU
Cc1ccc(Cc2cnc(NC(=O)c3cccs3)s2)cc1	18.4	0.6%
Cc1ccc(S(=O)(=O)N2CCN(C(=O)CC3CCCC3)CC2)cc1	nt	8.6%
CCOC(=O)C1=C(c2ccccc2)N(C)C(=O)NC1c1ccc(OC(F)F)c(OC)c1 (stereo unspecified)	nt	0.3%
CC1CCC/C(=C\Nc2ccc(O)cc2)C1=O (stereo unspecified)	10.2	0.8%
COc1ccc(/C=N/OCC(=O)Nc2ccc3c(c2)OCO3)c(OC)c1	5.3	0.9%
NC(=O)c1cc(C(N)=O)nc(Cl)n1	nt	5.6%
C/C=C/C(=O)N1CC2(CC(c3cccc(NC(=O)CC)c3)=NO2)C[C@H]1C(N)=O (stereo partly specified)	4.0	0.8%
CCOc1ccc(NC(=O)CN(c2ccc(OCC)cc2)S(=O)(=O)c2c(C)[nH]c(=O)[nH]c2=O)cc1	25.7	-4.2%
CS(=O)(=O)N1CCN(c2ccc(NC(=O)CSc3ccc(Cl)cc3)cc2)CC1	nt	-3.9%
CCCCC1=CC2=CC(=O)C(C)(OC(=O)C3CCCC3)C(=O)C2=CO1 (stereo unspecified)	-7.2	0.0%

By substructure, those above containing an aryl methoxy group.
SMILES	RmlCD inh 1536	M. tuberculosis GlmU
CCOC(=O)C1=C(c2ccccc2)N(C)C(=O)NC1c1ccc(OC(F)F)c(OC)c1 (stereo unspecified)	nt	0.3%
COc1ccc(/C=N/OCC(=O)Nc2ccc3c(c2)OCO3)c(OC)c1	5.3	0.9%

Next compounds
SMILES	RmlCD inh 1536	M. tuberculosis GlmU
CN1C(=O)N(C)C(=O)C2(Sc3ccccc3C2=O)C1=O	7.9	1.3%
COc1ccccc1Cn1c(C(C)C)nc2ccccc21	6.6	5.3%
CCOCCCNS(=O)(=O)c1ccc2c(c1)oc(=O)n2CC(=O)OCC	-8.1	4.4%
C=CCn1cnc2scc(-c3ccccc3)c2c1=O	nt	-1.1%
O=C(Nc1nccs1)c1ccc(Br)o1	5.1	2.6%
Cc1ccc(-c2csc(/C=C3\SC(C)C(=O)N3CC(=O)Nc3ccccc3F)n2)cc1 (stereo unspecified)	nt	3.0%
CC1CCCCC1NC(=O)C1CCN(C(=O)c2sccc2-n2cccc2)CC1 (stereo unspecified)	1.9	2.4%
Cc1cccc(Cn2c(=O)n(Cc3ccco3)c(=O)c3ccccc32)c1	0.8	0.9%
COc1cc(/C=N/N(C)c2ccccc2)cc(Cl)c1O	4.4	5.8%
COc1ccc(OC(C)C(=O)N2CCN(c3ccccn3)CC2)cc1 (stereo unspecified)	-6.6	-0.3%
Cc1nc2ccc(NC(=O)N3CCCCC3)cc2nc1C	nt	1.0%
COc1cc(-c2nc3n(n2)C(c2ccncc2)C(C(N)=O)=C(C)N3)cc(OC)c1OC (stereo unspecified)	nt	-6.0%
O=C(Nc1ccccc1C(F)(F)F)C1CC(=O)N(c2ccccc2F)C1 (stereo unspecified)	nt	5.1%
Cc1cc(Cl)ccc1OC(C)C(=O)O (stereo unspecified)	5.7	1.7%
COc1ccc(/C=C(/NC(=O)/C=C/c2ccccc2)C(=O)O)cc1	-2.0	-2.9%
Cc1ccc(S(=O)(=O)N(c2nc(NC(C)C)nc(NC(C)C)n2)n2cnnc2)cc1	-2.3	-6.3%
NNC(=O)c1csc(Cc2c(Cl)sc3ccc(Cl)cc23)n1	2.6	1.1%
COc1ccc2c(c1)-c1c(ssc1=S)C(C)(C)N2	nt	-2.9%
C=CCn1c(CSc2nc3ccccc3s2)n[nH]c1=S	nt	2.4%
CCOC(=O)c1cc(NC(=O)c2ccccc2)c(=O)n2c1oc1ccccc12	4.1	-0.2%

3 compounds out of the list, sorted by formula weight, lowest first.
SMILES	RmlCD inh 1536	M. tuberculosis GlmU
COc1ccc(/C=C(/NC(=O)/C=C/c2ccccc2)C(=O)O)cc1	-2.0	-2.9%
CCOC(=O)c1cc(NC(=O)c2ccccc2)c(=O)n2c1oc1ccccc12	4.1	-0.2%
Cc1ccc(S(=O)(=O)N(c2nc(NC(C)C)nc(NC(C)C)n2)n2cnnc2)cc1	-2.3	-6.3%

The list goes on.
SMILES	RmlCD inh 1536	M. tuberculosis GlmU
COc1ccccc1N1CCN(C(=O)c2ccc(Cn3c(=S)[nH]c4cc5c(cc4c3=O)OCO5)cc2)CC1	12.4	-4.9%
COC(=O)c1cc(CSc2nc3ccc(C)cc3[nH]2)oc1C	nt	0.9%
COc1cccc(NC(=O)Nc2cccnc2)c1	nt	5.2%
O=C(Nc1ccc(S(=O)(=O)Nc2ncccn2)cc1)c1ccccc1NS(=O)(=O)c1ccc(F)cc1	-6.3	5.6%
N#Cc1ccsc1NC(=O)CSc1nnc(-c2ccccc2)o1	-4.4	0.2%
CCOc1ccc2ncc(S(=O)(=O)c3ccccc3)c(N3CCC4(CC3)OCCO4)c2c1	5.3	-1.4%
CC(C)Cc1nc2oc3c(=O)[nH]cnc3c2c2c1CCCC2	nt	-6.5%
COc1ccc(-c2cc(C(F)(F)F)nc(S(C)(=O)=O)n2)cc1	nt	0.7%
CN(C(=O)c1c[nH]c(=O)cc1C(F)(F)F)c1ccc(Cl)cc1	nt	0.2%
Oc1oc(-c2ccc(Br)cc2)nc1C=Nc1ccc(Br)cn1	13.8	3.5%
O=C(Nc1ccccc1)N1CC=C(c2ccccc2)CC1	5.6	-0.4%
COc1ccc(O)c(CNc2ccccc2F)c1	4.5	-0.5%
Cc1ccc(N=Nc2c(N)[nH]n3c(=O)cc(-c4ccccc4)nc23)cc1	44.1	8.3%
Cc1ccc(/C=N/n2c(-c3ccc(Cl)cc3)n[nH]c2=S)o1	7.9	4.1%
COC(=O)C1=C(C)Nc2c(c(=O)n(C)c(=O)n2C)C1c1ccc(Cl)cc1 (stereo unspecified)	-4.5	8.5%
Cc1nc2nc[nH]n2c(=O)c1C/C=C/c1ccccc1	2.1	1.2%
CCOC(=O)c1c(C)c(C(=O)NCCN2CCOCC2)c(C)n1C	-11.8	-4.5%
Cc1cc(C)n(C(CC(=O)N2CCc3ccccc3C2)C(=O)O)n1 (stereo unspecified)	nt	-3.5%
COC(=O)CC(c1ccc(C(C)C)cc1)n1cccc1 (stereo unspecified)	6.0	3.0%
CCOC(=O)CN1C(=O)N(CC)C(C)=C(C(=O)OC)[C@@H]1c1ccccc1	nt	5.2%

Some of the entries so far, field by field:
molecule: COC(=O)C1=C(C)Nc2c(c(=O)n(C)c(=O)n2C)C1c1ccc(Cl)cc1 (stereo unspecified)
  RmlCD inh 1536: -4.5; M. tuberculosis GlmU: 8.5%

molecule: Cc1nc2nc[nH]n2c(=O)c1C/C=C/c1ccccc1
  RmlCD inh 1536: 2.1; M. tuberculosis GlmU: 1.2%

molecule: COC(=O)CC(c1ccc(C(C)C)cc1)n1cccc1 (stereo unspecified)
  RmlCD inh 1536: 6.0; M. tuberculosis GlmU: 3.0%

molecule: Cc1ccc(N=Nc2c(N)[nH]n3c(=O)cc(-c4ccccc4)nc23)cc1
  RmlCD inh 1536: 44.1; M. tuberculosis GlmU: 8.3%

New compounds follow
SMILES	RmlCD inh 1536	M. tuberculosis GlmU
Cc1[nH]nc2c1C(=O)CC(C)(C)C2	-7.2	1.8%
C[n+]1ccc(/C=C/c2cccs2)cc1	-5.5	3.2%
CCc1ccc(N/C(SCc2ccccc2C)=C(/C#N)C(=O)NCc2ccco2)cc1	-7.1	-1.2%
CCC(C(=O)OCC(=O)Nc1cc(OC)ccc1OC)c1ccccc1 (stereo unspecified)	-2.5	5.0%
CC1Cc2ccccc2N1S(=O)(=O)c1cccc(C(=O)N2CCN(c3ncccn3)CC2)c1 (stereo unspecified)	8.4	-2.7%
COCCCNC(=O)/C(C#N)=C/c1cc(C)[nH]c1C	-14.7	-4.2%
Clc1ccc(-c2cnc(Oc3ccccc3)nc2)cc1	nt	-2.0%
CCCn1c2c(c(O)c(C(=O)Nc3nccs3)c1=O)CCCC2	nt	-5.3%
COc1ccc(N=Cc2cc(Cc3ccccc3Cl)cc([N+](=O)[O-])c2O)cc1OC	1.9	-1.4%
O=C(NNC1=C(C(=O)C(F)(F)F)CCC1)c1cccc(Cl)c1	9.7	-1.8%
COc1ccc2c(=O)c(-c3cnn(-c4ccccc4)c3)c(C)oc2c1	-117.4	4.8%
Cc1c(NC(=S)N/N=C/C=C/c2ccccc2)c(=O)n(-c2ccccc2)n1C	1.4	-0.1%
COCCOC(=O)C1=C(C)NC2(O)c3ccccc3C(=O)C12O (stereo unspecified)	-3.0	-5.2%
Cc1onc(-c2c(Cl)cccc2Cl)c1C(=O)NCCc1ccc(S(N)(=O)=O)cc1	-4.3	-0.3%
O=C(CCCN1C(=O)/C(=C\c2cccs2)SC1=S)NNC(=O)c1cccnc1	7.0	-3.0%
O=C(c1ccccc1)c1ccc(OC(=O)N2CCOCC2)cc1	nt	0.7%
CC(C)CNC(=O)NC(=O)COC(=O)c1ccccc1Sc1ccc(C(F)(F)F)cc1[N+](=O)[O-]	11.3	-4.2%
CC(/C=N/n1c(-c2cc(C)[nH]n2)n[nH]c1=S)=C\c1ccccc1	-4.7	2.8%
O=C1Nc2ccc(Cl)cc2[C@@](C#CC2CC2)(C(F)(F)F)O1	-9.4	-2.7%
Cc1cc(NC(=O)CCC(=O)N(Cc2ccccc2)C2(C(=O)NC3CCCCC3)CCCC2)no1	-6.1	1.3%
CCC(=C(c1ccc(OC)cc1)c1ccc(OC)cc1)c1cn(CC(O)CN(CCO)CCO)c2ccccc12 (stereo unspecified)	8.9	-3.9%
Cc1ccc(C)c(CSC2=NCCN2C(=O)c2cccs2)c1	18.2	-0.5%
Cc1ccc(S(=O)(=O)Nc2ccc3c(c2)nc2n3CCN(Cc3ccccc3)C2)cc1	9.3	1.8%
CN1CCN(C(=O)/C=C\c2ccc(Cl)cc2)CC1	11.4	-2.1%
COc1ccccc1OCCCN1C(=O)C(=O)c2cccc(C)c21	3.4	8.8%
COC(=NC(C)C)NC(C)C	13.8	-1.6%
Fc1ccc(CSc2ccc(-c3ccco3)nn2)cc1	2.7	-2.2%

Pulled by compound from above (seven):
SMILES	RmlCD inh 1536	M. tuberculosis GlmU
Cc1ccc(S(=O)(=O)Nc2ccc3c(c2)nc2n3CCN(Cc3ccccc3)C2)cc1	9.3	1.8%
CN1CCN(C(=O)/C=C\c2ccc(Cl)cc2)CC1	11.4	-2.1%
CCC(=C(c1ccc(OC)cc1)c1ccc(OC)cc1)c1cn(CC(O)CN(CCO)CCO)c2ccccc12 (stereo unspecified)	8.9	-3.9%
Cc1ccc(C)c(CSC2=NCCN2C(=O)c2cccs2)c1	18.2	-0.5%
COC(=NC(C)C)NC(C)C	13.8	-1.6%
COc1ccccc1OCCCN1C(=O)C(=O)c2cccc(C)c21	3.4	8.8%
Fc1ccc(CSc2ccc(-c3ccco3)nn2)cc1	2.7	-2.2%
